High-throughput results as filed in PubChem.
PTHR1 agonist – PTHR1 (human) receptor agonism | Q03431 | HEK293 GP2 PTHR1 cells, GloSensor cAMP luminescence, 1 h | Potency, µM (titrated, usually from 115 µM), without a hit: at the top dose activation, most hits filed as activators | 410,000 tested, 0.075% active | AID 743266; further: potency means the concentration at half of the fitted maximal effect; nearly all actives have a fitted effect of over 55% in size; some results filed as inactive show a strong effect at the top dose; inactives centre near -15; many of its hits are not listed in these tables
Target sequence (Q03431 whole entry, looked up): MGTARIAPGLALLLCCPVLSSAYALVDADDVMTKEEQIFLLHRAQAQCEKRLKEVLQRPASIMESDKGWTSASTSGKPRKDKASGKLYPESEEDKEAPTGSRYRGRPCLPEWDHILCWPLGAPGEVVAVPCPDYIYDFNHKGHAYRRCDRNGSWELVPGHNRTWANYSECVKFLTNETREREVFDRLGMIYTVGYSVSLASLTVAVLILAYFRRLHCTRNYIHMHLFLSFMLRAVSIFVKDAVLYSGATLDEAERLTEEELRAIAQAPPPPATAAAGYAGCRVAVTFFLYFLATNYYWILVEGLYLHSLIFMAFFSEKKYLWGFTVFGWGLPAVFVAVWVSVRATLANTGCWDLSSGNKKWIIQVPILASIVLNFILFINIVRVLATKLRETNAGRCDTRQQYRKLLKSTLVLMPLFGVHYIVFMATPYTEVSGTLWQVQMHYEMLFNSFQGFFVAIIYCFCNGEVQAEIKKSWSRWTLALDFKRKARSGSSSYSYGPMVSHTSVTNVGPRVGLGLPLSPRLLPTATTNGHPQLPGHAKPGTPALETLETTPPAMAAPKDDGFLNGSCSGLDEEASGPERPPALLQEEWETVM
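HEK-293-derived GP2 cells expressing PTHR1 and a GloSensor cAMP reporter, 3,000/well, plated overnight, given luciferin plus IBMX (each 0.5 mM as added) for 1 h at 37 °C, then compound for 1 h at 37 °C. Luminescence was read after 15 min at room temperature.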
MmCpn inh – M. maripaludis TRiC chaperonin inhibition; purified Mm-Cpn ATPase, ADP Transcreener TR-FRET; Potency, µM (doses to about 76.9 µM), for inactives: top-dose activity, negative = inhibition, hits mostly inhibitors; 330,000 tested, 0.031% active; AID 504842; further: potency means the concentration at half of the fitted maximal effect; on the % scale 0 is the no-effect control and ±100 the full control effect; nearly all actives have a fitted effect of over 80% in size
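ATP (10 uM final) was added to archaeal chaperonin (25 nM final) after 10 min exposure to test compound at 37°C; after 30 min further incubation, ADP was detected by competitive TR-FRET.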
aSyn rescue – alpha-synuclein toxicity inhibition in yeast; Yeast expressing alpha-synuclein, growth rescue, BacTiter-Glo, 24 h; Potency, µM (series often up to 46.1 µM), inactives show at the highest dose growth rescue (activation), usual class: activators; 370,000 tested, 0.14% active; further: potency means the concentration at half of the fitted maximal effect; % of control where 0% means no effect; nearly all actives have a fitted effect of over 65% in size
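Readout is rescue of growth in alpha-synuclein-expressing yeast, so inhibitors of toxicity appear as activators. Growth after 24 hr at 30 deg C in galactose medium is quantified by luminescence.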
TDP43 rescue – rescues yeast growth from TDP-43 toxicity. TDP-43 expressing yeast growth rescue, BacTiter-Glo, 24 h. Potency, µM (series often up to 46.1 µM), inactives show top-dose growth rescue (activation), usual class: activators. 410,000 tested, 1.8% active; further: potency means the concentration at half of the fitted maximal effect; % of control where 0% means no effect; nearly all actives have a fitted effect of over 50% in size
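Growth rescue of TDP-43-toxic yeast measured as ATP luminescence (BacTiter-Glo). Cells grown to mid-log in raffinose, induced in galactose at OD600=0.02, exposed to compound 24 hr at 30 deg C.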
GLP1R inv ag – acts as inverse agonist at human GLP-1 receptor. P43220. HEK293 GLP-1R CRE-luciferase, luminescence, 24 h; GLP-1R form is constitutively active. Potency, µM (doses to about 38.3 µM), inactives show at the highest dose activity change, negative = inhibition, hits mostly inhibitors. 410,000 tested, 1.6% active. AID 624417; further: potency means the concentration at half of the fitted maximal effect; on the % scale 0 is the no-effect control and ±100 the full control effect; nearly all actives have a fitted effect of over 55% in size
Target sequence (P43220 whole entry, looked up): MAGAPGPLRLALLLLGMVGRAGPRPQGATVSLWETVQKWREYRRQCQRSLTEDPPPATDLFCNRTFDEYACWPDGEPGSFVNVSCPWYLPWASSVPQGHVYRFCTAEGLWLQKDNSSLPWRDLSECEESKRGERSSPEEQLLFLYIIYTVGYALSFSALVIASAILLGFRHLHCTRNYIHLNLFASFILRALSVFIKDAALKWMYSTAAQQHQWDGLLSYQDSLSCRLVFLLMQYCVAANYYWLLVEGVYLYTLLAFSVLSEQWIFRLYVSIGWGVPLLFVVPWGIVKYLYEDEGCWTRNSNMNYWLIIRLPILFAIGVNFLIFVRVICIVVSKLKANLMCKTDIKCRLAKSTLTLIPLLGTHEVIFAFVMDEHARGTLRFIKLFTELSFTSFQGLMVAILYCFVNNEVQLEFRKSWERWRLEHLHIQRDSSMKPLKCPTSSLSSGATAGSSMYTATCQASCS
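qHTS in 1536-well format: reporter HEK293 cells expressing constitutive GLP-1R activity in DMEM + 10% Nu serum, 24 hr with compounds at 37 deg C, luminescence read after 12 min with detection reagent.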
GLP1R cytotox – cytotoxicity counter-screen for GLP-1 receptor inverse agonists; 410,000 tested, 0.13% active; HEK293 cAMP-luciferase reporter cells, luminescence, 24 h; Potency, µM (highest dose often 38.3 µM), inactives show top-dose activity change, negative = inhibition, most hits filed as inhibitors;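 further: loss of luciferase light is scored as toxicity; potency means the concentration at half of the fitted maximal effect; on the % scale 0 is the no-effect control and ±100 the full control effect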
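1536-well qHTS counterscreen of the MLSMR; 200 cells/uL, 12 h pre-incubation, 23 nL cpd, 24 h at 37 deg C 5% CO2, luciferase detection reagent, 12 min RT, luminescence. Inhibition = undesired.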
Abeta rescue – A-beta toxicity reversal in yeast; 410,000 tested, 0.063% active; Potency, µM (series often up to 46.1 µM), for the others: top-dose growth rescue, actives largely listed as activators; AID 1347071; yeast expressing A-beta42, growth rescue, OD600, 48 h; response scale: 0% DMSO, 100% iron-clioquinol control; further: potency means the concentration at half of the fitted maximal effect; nearly all actives have a fitted effect of over 55% in size
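Yeast A-beta toxicity model in growth medium with pinned compounds, 48 h at 30 C; growth read as absorbance at 600 nm. Normalized to FeCl3/clioquinol equimolar mix (positive) and DMSO (negative).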
FUS suppressor – FUS proteinopathy suppression in yeast. S. cerevisiae FUS-expressing, growth rescue, OD600, 24 h. Potency, µM (top dose mostly 76.6 µM), without a hit: at the top dose growth rescue (activation), most hits filed as activators. 390,000 tested, 0.24% active. AID 1347120;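 further: potency means the concentration at half of the fitted maximal effect; plate controls were DMSO vehicle for no effect and reference control for full effect; nearly all actives have a fitted effect of over 55% in size; some results filed as inactive show a strong effect at the top dose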
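S. cerevisiae expressing FUS from galactose induction served as the toxicity model. Growth after 24hr at 30C, read as absorbance at 600 nm, indicates suppression of toxicity; compounds dosed at several concentrations.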
Akt phos inh – Akt phosphorylation inhibition; Neuro2A IGF-stimulated pAkt S473 HTRF, 20 min; stronger effect = lower value; activity change, % for hits at 50 µM; 360,000 tested, 0.32% active; in the data active means activity change below about -80%; inconclusive means mostly about -51% to -80%; further: on the % scale 0 is the no-effect control and ±100 the full control effect
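Neuro2A cells (4,500/well, DMEM with 0.5% FBS) were treated with compound at a single 50 µM final concentration, stimulated with 6 nM IGF for 20 min at 37 °C, and lysed. Phospho-Akt Ser473 was read by HTRF as 665/615 ratio ×10^4.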
* marks the source's active call; other numbers are inactive results; i = inactive; ? = inconclusive; nt = not tested or not shown; [ ] = remark or other dose. Unless noted, the call rests on the fitted dose curve; in most records, active means well fitted curve in the direction sought with a large enough effect; inconclusive means small, poorly fitted or top-dose-only effect, or another doubt; inactive means no such curve, though single readings can be large; an effect the other way counts as inactive or inconclusive. The list is partial (hit frequency here may not be typical).

SMILES	PTHR1 agonist	MmCpn inh	aSyn rescue	TDP43 rescue	GLP1R inv ag	GLP1R cytotox	Abeta rescue	FUS suppressor	Akt phos inh
O=C(N/N=C/c1cc(Cl)cc(Cl)c1O)c1ccncc1	-25%	1%	13%	?	?	23%	17%	-10%	i
Nc1nc(NC(=O)c2cccs2)nn1-c1ccccc1	i	-1%	-1%	-20%	?	0%	-1%	5%	i
COc1cc(C(=O)NNC(=O)c2ccoc2C)cc(OC)c1OC	-6%	-6%	-1%	-9%	2%	-7%	0%	2%	i
CC1CCCN(Cc2c(O)ccc3c(=O)c(-c4ccc(Cl)cc4)coc23)C1 (stereo not given)	i	-2%	14%	7%	4%	5%	6%	-10%	i
O=C(COc1ncnc2c(Cl)cc(Cl)cc12)NCCC1=CCCCC1	i	0%	-9%	-12%	0%	2%	0%	-6%	nt
CCOC(=O)c1sc(NC(=O)CSc2ncn(-c3ccccc3)n2)nc1C	14%	0%	5%	-8%	-12%	10%	12%	45%	i
NC(=O)C1CCN(C(=O)c2ccc3c(c2)S(=O)(=O)c2ccccc2C3=O)CC1	-5%	0%	1%	-18%	83%[activator]	2%	-3%	-7%	i
CC(=O)NS(=O)(=O)c1ccc(NC(=O)c2cc3c(=O)n4ccccc4nc3s2)cc1	i	2%	-4%	-25%	22%	32%[activator]	5%	-3%	i
COc1cc2nc(SCc3ccc(Cl)cc3)n3nc(CCn4nc(C)cc4C)nc3c2cc1OC	-21%	nt	nt	19%	-3%	-1%	-5%	-23%	nt
CCS(=O)(=O)N1CCC(NC(=O)C(Cc2cc(OC)ccc2OC)NC(C)=O)CC1 (stereo not given)	i	-1%	-9%	-22%[1.82 µM]	16%	4%	3%	10%	i
CCOC(=O)c1cc(CC)sc1N1C(=O)CC(Sc2ncccc2C(=O)O)C1=O (stereo not given)	?	-5%	9%	-14%[1.82 µM]	-7%	7%	23%	5%	i
Nc1cc(-c2cccc(F)c2)nn1S(=O)(=O)c1cccc2nsnc12	-4%	-2%	?	?	-3%	4%	-13%	17%	i
O=S(=O)(c1ccc(NC(=S)N2CCN(c3ccc(O)cc3)CC2)cc1)N1CCOCC1	i	-2%	13%	10%	?	-15%	-10%	24%	i
Cc1ccc(NC(=S)N(Cc2cccc(Br)c2)CC2CCC(C(=O)O)CC2)cc1 (stereo not given)	-13%	3%	0%	-17%[0.397 µM]	-22%	-3%	28%	?	i
CCCCCSc1nc(C)c(CC(=O)O)c(=O)[nH]1	i	0%	9%	-2%	16%	-2%	6%	10%	i
CC(=O)c1ccc(NS(=O)(=O)c2cc(-c3cc(C)no3)ccc2C)cc1	i	nt	nt	5%	-52%	-25%	-10%	-15%	nt
Cc1ccc(N(CC(=O)NC2CCCC2)C(=O)CCC(=O)Nc2ccccn2)cc1	i	2%	2%	13%	15%	2%	3%	10%	i
CC1(C)Cc2ccccc2C(NNC(=O)c2ccccc2)=N1	-24%	1%	1%	3%	-18%[7.66 µM]	-1%[7.66 µM]	-5%	9%	i
CCOCCCNCC(=O)Nc1ccccc1N1CCOCC1	i	-3%	-2%	-14%	-5%	1%	-5%	19%	i
Nc1nonc1-c1nc2ccccc2[nH]1	i	-2%	7%	-3%	23%	-12%	4%	-6%	i

Another view of some results above:
Values run as follows: PTHR1 agonist	MmCpn inh	aSyn rescue	TDP43 rescue	GLP1R inv ag	GLP1R cytotox	Abeta rescue	FUS suppressor	Akt phos inh
> Cc1ccc(NC(=S)N(Cc2cccc(Br)c2)CC2CCC(C(=O)O)CC2)cc1 (stereo not given)
→ -13%	3%	0%	-17%[0.397 µM]	-22%	-3%	28%	?	i
> CCCCCSc1nc(C)c(CC(=O)O)c(=O)[nH]1
→ i	0%	9%	-2%	16%	-2%	6%	10%	i
> CC(=O)c1ccc(NS(=O)(=O)c2cc(-c3cc(C)no3)ccc2C)cc1
→ i	nt	nt	5%	-52%	-25%	-10%	-15%	nt
> Cc1ccc(N(CC(=O)NC2CCCC2)C(=O)CCC(=O)Nc2ccccn2)cc1
→ i	2%	2%	13%	15%	2%	3%	10%	i
> CC1(C)Cc2ccccc2C(NNC(=O)c2ccccc2)=N1
→ -24%	1%	1%	3%	-18%[7.66 µM]	-1%[7.66 µM]	-5%	9%	i
> CCOCCCNCC(=O)Nc1ccccc1N1CCOCC1
→ i	-3%	-2%	-14%	-5%	1%	-5%	19%	i
> Nc1nonc1-c1nc2ccccc2[nH]1
→ i	-2%	7%	-3%	23%	-12%	4%	-6%	i

(next part)
SMILES	PTHR1 agonist	MmCpn inh	aSyn rescue	TDP43 rescue	GLP1R inv ag	GLP1R cytotox	Abeta rescue	FUS suppressor	Akt phos inh
COc1ccccc1CNC(=O)c1cc(-c2ccccc2)n[nH]1	-11%	nt	nt	-15%	?	-25%	3%	7%	nt
Cc1noc(C)c1S(=O)(=O)N1CCN(S(=O)(=O)c2ccccc2C#N)CC1	-6%	-2%	1%	-16%	15%	5%	1%	-3%	i
CC1=C(C(=O)N2CCCCC2)C(c2cccc(Cl)c2)n2c(nc3ccccc32)N1 (stereo not given)	-9%	nt	nt	15%	-20%	-5%	1%	-17%	nt
COc1ccc(N2CCN(C(=S)Nc3ccccc3OC)CC2)cc1	i	-3%	-9%	26%	-18%	7%	1%	-1%	i
CCN(CC)c1ccc([N+](=O)[O-])cc1C(=O)O	i	2%	6%	8%	17%	?	21%	nt	i
CCCn1nc2cc(C(=O)NCc3ccc(OC)cc3)ccc2c1OCC	-14%	-3%	4%	28%	3%	-6%	0%	-4%	i
Cc1ccc(NS(=O)(=O)c2cccc(C(=O)NNC(=O)c3cccn3C)c2)c(C)c1	-30%	0%	0%	16%	-20%	3%	4%	15%	i
Cc1cccc(NS(=O)(=O)c2cccc(C(=O)N3CCN(C/C=C/c4ccccc4)CC3)c2)c1	-39%[inhibitor]	-1%	-4%[1.84 µM]	-11%	?	-10%	-9%	41%	i
COC(=O)c1c(NC(=O)Cc2cccs2)sc(C(=O)N2CCCCC2)c1C	11%[57.5 µM]	-21%	-16%	-17%	0%	-2%	-22%	14%	i
CCOc1ccc(NC(=O)C2CCCN(S(=O)(=O)c3cccc4nsnc34)C2)cc1 (stereo not given)	-23%[57.5 µM]	-5%	5%	-4%	?	3%	6%	-8%	i
CCOc1ccccc1N1CC(C(=O)Nc2ccccc2N2CCCC2)CC1=O (stereo not given)	-14%	-1%	-6%	-24%	?	3%	-6%	25%	i
COc1ccc2[nH]c(=O)c(CN(CC3CCCO3)C(=S)Nc3ccccc3)cc2c1 (stereo not given)	-17%	-2%	6%	10%	7%	1%	-8%	-16%	i
Cc1ccc(CNS(=O)(=O)c2ccc(N3CCCCS3(=O)=O)cc2)cc1	i	nt	nt	0%[9.22 µM]	-27%	-8%	-11%	-15%	nt
Nc1n[nH]c2cccc(Cl)c12	-9%	2%	-9%	3%	-3%	2%	17%	-27%	i
Nc1[nH]ncc1-c1ccc(F)cc1	-61%[inhibitor]	3%	-6%	1%	12%	-14%	-7%	-11%	i
CCSc1nnc(NC(=O)CCN2C(=O)C3CCCCC3C2=O)s1 (stereo not given)	-15%	-1%	5%	8%	9%	5%	18%	-7%	i
Cc1ccc(C)c(C(C)NC(=S)NC2CCCCC2)c1 (stereo not given)	-8%	0%	-17%	-1%	2.8µM*	-25%	?	-13%	i
O=C(Cc1cccs1)N1CCCC(c2nc3c(nnn3Cc3ccc(F)cc3)c(=O)[nH]2)C1 (stereo not given)	i	-11%	-3%	-17%	0%	-21%	7%	29%	i
COc1ccc(C(=O)N[C@H](C(=O)NCc2ccc(C)cc2)C(C)C)cc1	i	-2%	-1%	1%	3%	8%	-19%	11%	i
Cc1cccc(CNC(=O)c2ccc(Cn3c(=O)c4cccn4c4cccnc43)cc2)c1	-11%	nt	nt	33%	4%	7%	6%	-15%	nt
CCOc1cc(CNCC(C)C)cc(Cl)c1OCc1ccccc1	-13%	-1%	0%	-11%	?	-18%	8%	-19%	i
CCOC(=O)CC12CN3CN(C1)CC(CC(=O)OCC)(C3)C2=O	-21%[57.5 µM]	0%	2%	6%	-10%	-4%	17%	-24%	i
CCOc1ccc(C(=O)NNC(=O)CCNC(=O)c2ccc(Br)cc2)cc1OC	-15%	-4%	-5%	5%	11%	-8%	1%	-13%	i
CCc1nc2c(OCCC3CCCCC3)cccn2c1N(C=O)Cc1ccccc1	i	nt	3%	0%	?	4%	-11%	21%	i
O=C(OCC(=O)N1CCN(c2ccccc2)CC1)c1ccc2ncsc2c1	i	?	0%	17%	0%	66%[activator]	-15%	?	i
